Assay outcomes: PubChem, National Center for Advancing Translational Sciences (NCATS)
IL-2 act = qHTS of IL-2 Activators | activation, % (series mostly up to about 46 µM) | 0.065% of 360,000 active | IL-2 activation reporter assay, cell-based qHTS; stimulated with anti-CD3/CD4/CD28 beads; in transgenic mouse T cells; in the data active = activation above about 50%; inconclusive = mostly about 30% to 49%; also: 0% is about no effect
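Quantitative HTS in unstimulated transgenic mouse T cells, with memory T cells as non-tolerant control and PMA/ionomycin as tolerance-bypass control. Compound pretreatment lasted 60 minutes before 18 h bead stimulation; EGFP/DsRed fluorescence read.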
FUS yeast rescue = qHTS for Suppressors of FUS Proteinopathy: Primary screen using FUS-linked yeast assay; S. cerevisiae FUS-expressing, growth rescue, OD600, 24 h; Potency, µM (top dose mostly 76.6 µM), inactives show at the top dose growth rescue (activation), actives largely listed as activators; 0.24% of 390,000 active; AID 1347120, 2019;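 also: potency is read from the fitted curve at half-maximal effect; plate controls were DMSO vehicle for no effect and reference control for full effect; nearly all actives have a fitted effect of over 55% in size; some results filed as inactive show a strong effect at the top dose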
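Yeast FUS proteinopathy model; galactose-induced FUS (2%), starting OD 0.005. Cpds in dilution series, 24hr, 30C, 99% humidity. Abs 600 nm growth. Pos ctrl CP55940 (top 92uM final); neg ctrl DMSO.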
Abeta yeast res = qHTS for compounds that reverse cellular toxicity of Amyloid beta (A-beta) peptide in yeast: Primary Screen | Potency, µM (doses to about 46.1 µM), for inactives: at the highest dose growth rescue, actives largely listed as activators | yeast expressing A-beta42, growth rescue, OD600, 48 h; response scale: 0% DMSO, 100% iron-clioquinol control | 0.063% of 410,000 active | AID 1347071, 2019; also: potency is read from the fitted curve at half-maximal effect; nearly all actives have a fitted effect of over 55% in size
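Yeast growth medium received pinned compounds, then yeast cells expressing toxic A-beta were added; plates incubated at 30 C for 48 hr. Growth read as absorbance at 600 nm, normalized to DMSO and equimolar FeCl3 plus clioquinol controls.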
EPAC1 agonist = qHTS for Agonist of cAMP-regulated guanine nucleotide exchange factor 3 (EPAC1): primary screen. 0.073% of 360,000 active. Rap guanine nucleotide exchange factor 3 (Homo sapiens), O95398. EPAC1 agonist qHTS, biochemical assay; response scale: 100% = response to 6.5 mM cAMP. AID 720707, 2013. Potency, µM (titrated, usually from 154 µM), inactives show at the highest dose activation, hits mostly activators; also: potency is read from the fitted curve at half-maximal effect; nearly all actives have a fitted effect of over 60% in size
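Nucleotide exchange assay: 100 nM EPAC1 with 250 nM Rap1B loaded with BODIPY-GDP and 50 uM GDP, room temperature. Fluorescence (480/540 nm) read every 5 min for 30 min; signal change normalized to 6.5 mM cAMP as full agonist.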
WRN inhibitor = qHTS for Inhibitors of WRN Helicase | Bifunctional 3'-5' exonuclease/ATP-dependent helicase WRN (Homo sapiens), Q14191 | 0.46% of 360,000 active | WRN helicase unwinding, fluorescent forked duplex, kinetic | Potency, µM (series often up to 114 µM), for inactives: at the top dose activity change, negative = inhibition, hits mostly inhibitors; also: potency is read from the fitted curve at half-maximal effect; % is scaled to controls: 0 for no effect and ±100 for the full control effect; nearly all actives have a fitted effect of over 55% in size
Target sequence (Q14191 whole entry, looked up): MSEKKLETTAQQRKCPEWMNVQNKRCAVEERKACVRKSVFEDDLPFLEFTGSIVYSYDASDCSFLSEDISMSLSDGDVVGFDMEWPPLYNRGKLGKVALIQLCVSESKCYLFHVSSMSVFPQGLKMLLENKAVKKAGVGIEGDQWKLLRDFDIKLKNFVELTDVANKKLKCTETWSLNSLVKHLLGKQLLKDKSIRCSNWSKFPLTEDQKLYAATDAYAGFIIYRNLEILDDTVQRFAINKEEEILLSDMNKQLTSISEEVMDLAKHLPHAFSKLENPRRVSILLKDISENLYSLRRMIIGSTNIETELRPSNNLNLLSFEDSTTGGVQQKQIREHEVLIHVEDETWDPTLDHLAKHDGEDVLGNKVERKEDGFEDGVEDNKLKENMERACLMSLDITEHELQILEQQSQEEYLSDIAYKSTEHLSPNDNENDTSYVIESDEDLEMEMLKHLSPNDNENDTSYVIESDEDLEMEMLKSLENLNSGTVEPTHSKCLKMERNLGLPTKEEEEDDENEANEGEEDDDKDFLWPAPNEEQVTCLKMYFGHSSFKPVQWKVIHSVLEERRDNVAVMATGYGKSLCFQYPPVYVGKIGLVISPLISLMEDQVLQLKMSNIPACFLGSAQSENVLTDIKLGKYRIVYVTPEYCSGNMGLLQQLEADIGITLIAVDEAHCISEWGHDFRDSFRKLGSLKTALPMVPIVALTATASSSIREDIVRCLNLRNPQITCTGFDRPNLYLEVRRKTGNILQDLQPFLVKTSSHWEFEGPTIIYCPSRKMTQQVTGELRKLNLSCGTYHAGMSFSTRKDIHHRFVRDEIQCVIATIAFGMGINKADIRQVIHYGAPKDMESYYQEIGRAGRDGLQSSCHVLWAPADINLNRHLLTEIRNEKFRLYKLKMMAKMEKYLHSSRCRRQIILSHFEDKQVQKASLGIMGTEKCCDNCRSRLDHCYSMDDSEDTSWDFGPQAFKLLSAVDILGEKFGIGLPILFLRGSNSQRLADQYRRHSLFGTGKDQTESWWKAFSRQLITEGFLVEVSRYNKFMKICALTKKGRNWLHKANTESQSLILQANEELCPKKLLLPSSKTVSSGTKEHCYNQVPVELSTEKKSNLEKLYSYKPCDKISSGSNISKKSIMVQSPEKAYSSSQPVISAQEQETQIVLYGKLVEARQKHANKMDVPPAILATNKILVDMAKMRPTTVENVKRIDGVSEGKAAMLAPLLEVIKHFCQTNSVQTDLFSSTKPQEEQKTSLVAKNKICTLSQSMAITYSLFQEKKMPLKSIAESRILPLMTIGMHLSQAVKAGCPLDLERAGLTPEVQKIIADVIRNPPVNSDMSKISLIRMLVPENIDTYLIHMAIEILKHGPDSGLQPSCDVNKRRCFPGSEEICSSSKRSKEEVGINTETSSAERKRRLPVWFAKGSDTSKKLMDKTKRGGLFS
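Screening of the MLSMR collection measured strand separation of a quenched forked DNA duplex (100 nM) by 20 nM WRN with 2 mM ATP, all final. Compounds were preincubated with enzyme 15 min at room temperature.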
EPAC1 antagonist = qHTS for Antagonist of cAMP-regulated guanine nucleotide exchange factor 3 (EPAC1): primary screen; Rap guanine nucleotide exchange factor 3 (Homo sapiens), O95398; Potency, µM (doses to about 115 µM), for the others: top-dose activity change, negative = inhibition, most hits filed as inhibitors; 0.14% of 360,000 active; EPAC1 GEF assay, Rap1b-BODIPY-GDP exchange fluorescence;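 also: potency is read from the fitted curve at half-maximal effect; plate controls were vehicle for no effect and positive control for full effect; nearly all actives have a fitted effect of over 50% in size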
PI5P4K alpha inh = qHTS for Inhibitors of phosphatidylinositol 5-phosphate 4-kinase (PI5P4K); Phosphatidylinositol 5-phosphate 4-kinase type-2 alpha (Homo sapiens), P48426; PI5P4Kalpha enzyme, ADP-Glo luminescence, 60 min; stronger effect = lower value; max response, %; AID 652105, 2013; 1.2% of 330,000 active; active = max response of -50% or lower; inconclusive = between -30% and -50%; inactive = -30% or higher; also: value at the top dose of about 77 µM; % is scaled to controls: 0 for no effect and ±100 for the full control effect
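Single end-point luminescence (ADP-Glo) quantified ADP from PI5P4Kalpha turnover; ATP 5 microM final, 1 h at RT, 0.1% CHAPS and 0.28 mM EGTA in HEPES pH 7.4.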
PLK1 PBD block = qHTS for Inhibitors of PLK1-PDB (polo-like kinase 1 - polo-box domain): Primary Screen | Plk1 PBD binding of FITC phosphopeptide, fluorescence polarization | AID 720504, 2013 | Serine/threonine-protein kinase PLK1 (Homo sapiens), P53350 | Potency, µM, without a hit: max response, negative = inhibition, most hits filed as inhibitors | 2.8% of 360,000 active; also: potency is read from the fitted curve at half-maximal effect; series mostly up to about 57 µM; % is scaled to controls: 0 for no effect and ±100 for the full control effect; nearly all actives have a fitted effect of over 65% in size
* marks the source's active call; other numbers are inactive results; ? = inconclusive; / = not tested or not shown; [ ] = another dose, or the depositor's remark. Unless noted, calls follow the shape of the dose curve; as a rule, active = well fitted curve in the direction sought with a large enough effect; inconclusive = small, poorly fitted or top-dose-only effect, or another doubt; inactive = no such curve, though single readings can be large; an effect the other way counts as inactive or inconclusive.

1. CC1=NN(/C(=N\c2nnc(C)s2)Nc2ccc(C(C)(C)C)cc2)[C@H](c2ccc(C)cc2)S1
2. CC(=O)N1c2ccc(Cl)cc2C2OCCC2C1c1ccco1 (stereo not given)
3. CC(=O)OCC(=O)Nc1ccccc1C
4. Cc1cccc(-c2cc3nc(C)cc(C)n3n2)c1
5. O=C(CSc1nc2ccccc2c(=O)n1-c1ccccc1)N/N=C/C=C/c1ccccc1[N+](=O)[O-]
6. Cn1ncc2c(Sc3ccc(Cl)cc3)ncnc21
assay / compound	1	2	3	4	5	6
IL-2 act	-1.9	1.7	-0.8	-0.2	1.3	0.4
FUS yeast rescue	?	-1%	-5%	21%	?	8%
Abeta yeast res	32%	0%	2%	-19%	-2%	-20%
EPAC1 agonist	0%	-1%	-2%	9%	8%	8%
WRN inhibitor	-6%	-22%	3%	-30%	5%	8%
EPAC1 antagonist	-5%	11%	1%	-17%	-5%	26%
PI5P4K alpha inh	/	3	1	-3	0	4
PLK1 PBD block	0%	-6%	-9%	21µM*	-14%	-4%

7. O=c1[nH]c(Cc2ccccc2)nc2scc(-c3ccccc3)c12
8. CCc1sc(C(=O)N(CCOC)c2c(N)n(Cc3ccccc3)c(=O)[nH]c2=O)cc1C
9. C=CC[n+]1c(C)csc1Nc1ccc(C)cc1
10. CCCCC(c1nnnn1C(C)C)N1CCN(C(=O)c2ccco2)CC1 (stereo not given)
11. Cc1ccc(O)c(NC(=S)NC(=O)C(C)C)c1
12. COc1cc(/C=N/NC(=O)CCN2CCN(c3ccccc3)CC2)cc(OC)c1OC
assay / compound	7	8	9	10	11	12
IL-2 act	-0.3	0.7	-2.1	-2.2	0.4	-1.3
FUS yeast rescue	7%	-9%	-8%	27%	-14%	2%
Abeta yeast res	0%	6%	-18%	-11%	22%	-9%
EPAC1 agonist	-5%	15%	10%	4%	2%	-11%
WRN inhibitor	-9%	5%	-1%	5%	6%	?
EPAC1 antagonist	-7%	6%	4%	-20%	-11%	1%
PI5P4K alpha inh	6	3	0	4	-1	-7
PLK1 PBD block	1%	-11%	-18%	-24%	-21%	-3%

Three compounds out of the list, ordered by formula weight, smallest number first:
11. Cc1ccc(O)c(NC(=S)NC(=O)C(C)C)c1
12. COc1cc(/C=N/NC(=O)CCN2CCN(c3ccccc3)CC2)cc(OC)c1OC
8. CCc1sc(C(=O)N(CCOC)c2c(N)n(Cc3ccccc3)c(=O)[nH]c2=O)cc1C
assay / compound	11	12	8
IL-2 act	0.4	-1.3	0.7
FUS yeast rescue	-14%	2%	-9%
Abeta yeast res	22%	-9%	6%
EPAC1 agonist	2%	-11%	15%
WRN inhibitor	6%	?	5%
EPAC1 antagonist	-11%	1%	6%
PI5P4K alpha inh	-1	-7	3
PLK1 PBD block	-21%	-3%	-11%

Further compounds
13. CCOC(=O)c1sc(NC(=O)c2cccnc2)nc1C
14. CCN1C(=O)[C@H]2[C@@H](c3ccc(-c4cccc(Cl)c4)c(OC)c3)N3CCCC[C@@]3(C(=O)OC)[C@H]2C1=O
15. Cc1ccc(NN=Nc2nc3c([nH]2)c(=O)n(C)c(=O)n3C)cc1
16. CC(C)c1ccc(OCC(=O)N(Cc2ccccc2)c2ccccn2)cc1
17. COc1ccccc1OCC(=O)Nc1cc(Cl)ccc1Oc1ccccc1
18. COCCCN1C(=O)C(CC(=O)NCCCN(C)C)CC(C(=O)N2CCOCC2)=C1C (stereo not given)
assay / compound	13	14	15	16	17	18
IL-2 act	0.7	-3.3	-0.4	-4.1	3.1	-0.7
FUS yeast rescue	-18%	?	/	14%	/	-21%
Abeta yeast res	-6%	1%	-9%	-9%	3%	0%
EPAC1 agonist	1%	-11%	0%	0%	-2%	11%
WRN inhibitor	-2%	-11%	-18%	-19%	-2%	-2%
EPAC1 antagonist	4%	-6%	10%	-14%	-12%	4%
PI5P4K alpha inh	-3	1	-17	6	1	4
PLK1 PBD block	-6%	0%	24µM*	-3%	3%	-7%

Random excerpt: two entries already listed, in no set order.
17. COc1ccccc1OCC(=O)Nc1cc(Cl)ccc1Oc1ccccc1
15. Cc1ccc(NN=Nc2nc3c([nH]2)c(=O)n(C)c(=O)n3C)cc1
assay / compound	17	15
IL-2 act	3.1	-0.4
FUS yeast rescue	/	/
Abeta yeast res	3%	-9%
EPAC1 agonist	-2%	0%
WRN inhibitor	-2%	-18%
EPAC1 antagonist	-12%	10%
PI5P4K alpha inh	1	-17
PLK1 PBD block	3%	24µM*

Next section.
19. C=CCOC(=O)/C(=C\C=C\c1ccccc1)NC(=O)c1ccccc1
20. CC(CCc1ccccc1)NCC(O)COc1ccccc1 (stereo not given)
21. Cc1nn(C)c(C)c1C1Nc2ccccc2C(=O)N1O (stereo not given)
22. O=C(Nc1cc(Br)ccc1O)C1CC(c2ccccc2Cl)=NO1 (stereo not given)
23. CCc1ccc(CNC(=O)CC2C(=O)NCCN2Cc2ccccc2F)nc1 (stereo not given)
24. O=C(NCc1ccco1)c1cc2c(s1)CSC2
assay / compound	19	20	21	22	23	24
IL-2 act	0.3	0.4	-1.0	-0.1	-3.8	-0.1
FUS yeast rescue	2%	-7%	10%	-29%	15%	?
Abeta yeast res	7%	2%	-3%	22%	-1%	22%
EPAC1 agonist	6%	5%	2%	-8%	-1%	1%
WRN inhibitor	-28%[57.1 µM]	-5%	-1%	-6%	4%	18µM*
EPAC1 antagonist	11%	-19%	-10%	13%	19%	?
PI5P4K alpha inh	1	9	11	5	-7	/
PLK1 PBD block	5%	-15%	-26%	6%	-10%	13µM*

25. CC1(C)CC2CC(C)(CN2C(=O)COC(=O)c2cncc(Br)c2)C1 (stereo not given)
26. CC12CCC(C(=O)Nc3cccc4ccccc34)(C1Br)C2(C)C (stereo not given)
27. CC1(C)Cc2c(cnn2-c2cccc(F)c2)C(NC(=O)c2ccc(=O)[nH]n2)C1 (stereo not given)
28. CCOC(=O)C1CCCc2c1[nH]c1c(C(=O)O)cccc21 (stereo not given)
29. O=C(CNC(=O)c1ccccc1)N=Nc1c(O)[nH]c2ccc(Br)cc12
30. CC1(c2nnnn2Cc2ccccc2)CCC(=O)N1CC(F)(F)F (stereo not given)
assay / compound	25	26	27	28	29	30
IL-2 act	-0.2	-3.2	-0.4	-1.0	-1.0	-0.4
FUS yeast rescue	1%	-10%	9%	-1%	0%	-4%
Abeta yeast res	-8%	5%	3%	-38%[inhibitor]	-20%	-3%
EPAC1 agonist	-15%	1%	6%	2%	-10%	2%
WRN inhibitor	1%	-3%	-5%	-6%	4%[57.1 µM]	-1%
EPAC1 antagonist	0%	0%	-5%	6%	-7%	12%
PI5P4K alpha inh	3	4	8	/	3	1
PLK1 PBD block	1%	-7%	9%	-4%	-4%	4%

31. Cc1cc(S(=O)(=O)Nc2ccc(C(=O)NCC3(N4CCCCC4)CCCCC3)cc2)ccc1F
32. CCc1nc2ccc(C(=O)Nc3cccc(OCC(=O)N(C)C)c3)cn2c1N(CCN(C)C)CC1CC1
33. Cn1c(O)c(N=NC(=O)C2COc3ccccc3O2)c2ccccc21 (stereo not given)
34. Fc1cccc(Cl)c1CNCc1ccccc1Cl
35. CC(C)CC(=O)NCC(C)NC(=O)CC(C)C (stereo not given)
36. O=C1Nc2ccccc2C12OCCCCO2
assay / compound	31	32	33	34	35	36
IL-2 act	0.2	0.1	4.3	1.6	-1.2	-0.1
FUS yeast rescue	15%	-12%	44%	3%	-3%	-6%
Abeta yeast res	-2%	-4%	-20%	4%	15%	-2%
EPAC1 agonist	7%	-3%	-5%	13%	5%	-3%
WRN inhibitor	6%	2%	-8%	-3%	4%	-6%
EPAC1 antagonist	-13%	1%	2%	3%	12%	4%
PI5P4K alpha inh	6	5	-1	11	5	-4
PLK1 PBD block	-5%	-1%	27µM*	-9%	1%	0%

37. COc1ccccc1C(CCN(Cc1cccs1)C(C)=O)c1ccco1 (stereo not given)
38. CCCCNc1c([N+](=O)[O-])cc(C)cc1[N+](=O)[O-]
39. O=C(c1ccc(Br)o1)N1CCN=C1SCc1cccc(F)c1
40. Cc1cccc(NC(=O)CCN2CC(C)OC(C)C2)c1 (stereo not given)
41. CC1CCCCN1C(=O)CNCC1CCCO1 (stereo not given)
42. Cc1cccc(C)c1NC(=O)CSCc1cccc(CSCC(=O)Nc2c(C)cccc2C)n1
assay / compound	37	38	39	40	41	42
IL-2 act	-1.6	-1.1	0.2	-0.3	-0.6	0.6
FUS yeast rescue	23%	17%	-16%	-5%	2%	-12%
Abeta yeast res	3%	-2%	-2%	-15%	-8%	7%
EPAC1 agonist	-3%	9%	-10%	-1%	-7%	-5%
WRN inhibitor	?	-4%	-7%	2%	-2%	-10%
EPAC1 antagonist	0%	10%	-13%	4%	-3%	-7%
PI5P4K alpha inh	-22	/	10	/	0	1
PLK1 PBD block	-17%	2%	-1%	-2%	3%	-7%

43. Cc1ccc(-c2nnc(N3CCC(C)CC3)c3ccccc23)cc1
44. O=C1OCC2=C1C(c1ccc(F)cc1)Sc1ccccc1N2 (stereo not given)
45. COCCn1c(=NC(=O)c2ccc(S(=O)(=O)N3CCOCC3)cc2)sc2cc(S(N)(=O)=O)ccc21
46. COc1ccccc1CNC(=O)C1CCN(C(=O)N(C)C)CC1
47. COC(=O)c1ccc(CNC(=O)CC[C@H]2O[C@@H](n3cc(C)c(=O)[nH]c3=O)C[C@@H]2O)cc1
assay / compound	43	44	45	46	47
IL-2 act	-4.4	-1.1	-3.4	2.3	1.7
FUS yeast rescue	-28%	32%	7%	9%	-22%
Abeta yeast res	-27%	9%	-13%	22%	-4%
EPAC1 agonist	13%	16%	19%	2%	10%
WRN inhibitor	0%	-9%[57.1 µM]	-2%	2%	1%
EPAC1 antagonist	?	-6%	?	14%	5%
PI5P4K alpha inh	2	/	3	/	1
PLK1 PBD block	-8%	2%	-7%	3%	0%
